# Rin1 Abl inh – inhibitors of Rin1-Abl protein binding, primary screen, biochemical, TR-FRET; Tyrosine-protein kinase ABL1 (Homo sapiens) + Ras and Rab interactor 1 (Homo sapiens), …; inhibition, % at 7.35 µM; 360,000 compounds, 0.4% hits; AID 588664, 2011; in the data active = inhibition above about 5%, passing the limit was not always enough
# MsrA act – bovine MsrA enzyme activators, primary screen, biochemical, absorbance, HTS. Methionine sulfoxide reductase A (Bos taurus). purified bovine MsrA, absorbance read-out. activation, % at 10.6 µM. 360,000 compounds, 0.3% hits; in the data active = activation above about 7.5%;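 also: 0% = vehicle and 100% = reference activator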
# MT1-MMP act inh – blockers of MT1-MMP proenzyme processing, primary screen, HT1080 RFP-PRO-GFP cells, GFP/RFP fluorescence. AID 651647, 2012. GFP/RFP ratio change, % at 20 µM. GFP/RFP ratio fluorescence, overnight; percent of plate control window, DMSO zero. 360,000 compounds, 0.061% hits. Matrix metalloproteinase-14 (Homo sapiens), P50281;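 active = GFP/RFP ratio change of at least 30% with cell ATP level not reduced by more than half and red fluorescence within 50% of control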; also: strong numbers were not always called active
#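 Assay system: RFP-PRO-GFP reporter HT1080 cells; read-out basis: GFP/RFP fluorescence ratio; benchmarks: DMSO wells and RFP-L50D-GFP cells; doses: 20 µM single dose, 1% DMSO; schedule: overnight cell settling, then overnight compound exposure, 37 °C, 5% CO2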
# SKN-1 inh – suppressors of acrylamide-induced Pgst-4::GFP reporter in worms, primary screen, SKN-1 inhibitor project, whole organism, uHTS, GFP/RFP fluorescence ratio, strain VP596; C. elegans VP596 Pgst-4::GFP/RFP ratio, 24 h; inhibition, % at 21.8 µM; 360,000 compounds, 0.49% hits; AID 624304, 2012;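 active = interference check ratio from 0.5 to 1.5 plus GFP to RFP signal ratio inhibition reaching or exceeding a fixed threshold, cut at about 30% in these data, passing the limit was not always enough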; also: some compounds called inactive have numbers as strong as hits
# NRP1-CendR mod – modulators of CendR peptide binding to NRP-1, primary screen, biochemical, fluorescence polarization, uHTS | FAM-RPARPAR peptide binding to NRP-1 | inhibition, % at 25 µM | 360,000 compounds, 0.85% hits;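 active = inhibition or corrected inhibition above about 18%, plus a signal ratio from 0.5 to 1.5, limit read from the data, passing the limit was not always enough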; also: strong numbers were not always called active
# E coli Lon inh – inhibitors of E. coli Lon protease, primary screen, biochemical, fluorescence polarization. inhibition, % at 7.94 µM. 360,000 compounds, 0.42% hits. P0A9M0. purified E. coli Lon protease; in the data active = inhibition above about 13%, passing the limit was not always enough;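 also: 0% = enzyme with probe and DMSO and 100% = no enzyme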
# Target sequence (P0A9M0 whole entry, looked up): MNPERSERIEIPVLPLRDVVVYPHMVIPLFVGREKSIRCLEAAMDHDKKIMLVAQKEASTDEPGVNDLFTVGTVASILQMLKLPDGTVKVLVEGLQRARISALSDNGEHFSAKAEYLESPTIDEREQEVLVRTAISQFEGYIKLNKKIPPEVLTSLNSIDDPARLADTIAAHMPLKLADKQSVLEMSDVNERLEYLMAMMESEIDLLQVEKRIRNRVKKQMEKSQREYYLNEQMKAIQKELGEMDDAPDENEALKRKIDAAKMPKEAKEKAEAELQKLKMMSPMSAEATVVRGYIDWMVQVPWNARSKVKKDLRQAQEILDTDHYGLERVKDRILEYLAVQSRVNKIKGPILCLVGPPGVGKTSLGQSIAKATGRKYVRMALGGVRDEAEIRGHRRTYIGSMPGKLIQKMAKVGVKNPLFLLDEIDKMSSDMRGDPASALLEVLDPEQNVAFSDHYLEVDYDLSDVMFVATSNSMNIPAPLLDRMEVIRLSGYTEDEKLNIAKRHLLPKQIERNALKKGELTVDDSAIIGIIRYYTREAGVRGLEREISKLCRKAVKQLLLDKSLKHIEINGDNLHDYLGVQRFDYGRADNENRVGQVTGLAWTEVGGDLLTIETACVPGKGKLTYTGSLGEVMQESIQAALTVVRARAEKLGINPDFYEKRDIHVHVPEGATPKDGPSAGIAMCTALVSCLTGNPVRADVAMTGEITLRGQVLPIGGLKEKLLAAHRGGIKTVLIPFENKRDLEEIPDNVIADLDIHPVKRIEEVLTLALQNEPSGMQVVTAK
# FAS-TE inh – FAS thioesterase domain inhibitors, primary screen, biochemical, fluorescence intensity, uHTS; recombinant FAS-TE, OMFH fluorogenic substrate, fluorescence endpoint; Fatty acid synthase (Homo sapiens), P49327; AID 602261, 2012; 360,000 compounds, 0.67% hits; inhibition, % at 15 µM;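 active = compounds whose normalised, plate-corrected inhibition of enzyme fluorescence in the single-dose primary screen is 50% or more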;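 also: 0% = DMSO with enzyme and 100% = substrate without enzyme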
# MsrA inhibitor – bovine MsrA enzyme inhibitors, primary screen, biochemical, absorbance, HTS. purified bovine MsrA, absorbance read-out. 360,000 compounds, 0.75% hits. inhibition, % at 15.5 µM. AID 651718, 2012; in the data active = inhibition above about 4.5%;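 also: 0% = vehicle wells with enzyme and 100% = reference inhibitor wells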
# Neddyl block – inhibitors of cullin neddylation, primary screen, biochemical, TR-FRET, uHTS, NAE and Ubc12; NEDD8-conjugating enzyme Ubc12 (Homo sapiens) + NEDD8-activating enzyme E1 regulatory …; calls only at 25 µM; 360,000 compounds, 0.58% hits; in the data active = inhibition above about 36%
# The depositor's hits bear a star; i = inactive; nt = no result given; + = active, no number.
SMILES,Rin1 Abl inh,MsrA act,MT1-MMP act inh,SKN-1 inh,NRP1-CendR mod,E coli Lon inh,FAS-TE inh,MsrA inhibitor,Neddyl block
Cc1occc1C(=O)N/N=C/c1ccc(-c2ccccc2)cc1,5,-4,6,14,3,-3,2,1.2,i
C=C(C)CCC1(C)NC(=O)N(c2ccccc2)N1 (configuration not stated),-1,-3,1,16,-6,0,2,-0.4,i
O=C(OCCNC(=O)c1ccc2ccccc2n1)c1ccc(F)cc1,4,-13,5,-11,18,-9,20,0.5,i
C=CCn1c(C)c(C(C)=O)c(SC)nc1=S,1,-4,-2,-21,-12,1,-3,1.0,i
N[C@@H](CO)c1nnc([C@H](Cc2ccc(O)cc2)NC(=O)C2CCNCC2)o1,0,-1,1,-5,7,0,-13,-0.3,i
C[C@@]12C(=O)Nc3cc(Cl)ccc3C(=O)N1[C@H]1c3cc(Br)ccc3OC[C@@H]1[C@@H]2c1ccccc1,-1,-4,-26,15,4,-2,80*,2.1,i
Cc1noc(C)c1C(=O)Nc1ccc(-n2ccc(C(F)(F)F)n2)cc1,3,0,5,4,16,2,-6,nt,i
Cc1ccc(/C=C2/CNC/C(=C/c3ccc(C)cc3)C2=O)cc1,1,-2,-4,19,-10,-4,-4,2.9,i
Cc1nc(-c2ccccc2)cc(-c2ccccc2)n1,4,-2,0,18,11,-1,17,0.3,i
O=C(c1cc(F)ccc1F)C1CCCN(C(=O)c2ccc3nccnc3c2)C1 (configuration not stated),0,-1,0,17,-9,-5,-7,-0.2,i
Cc1ccc(C2=NN(S(C)(=O)=O)C(c3ccc4c(c3)OCO4)C2)cc1 (configuration not stated),-2,0,5,38*,-138,-29,1,0.7,i
COc1ccc(C(=O)COC(=O)c2cc(=O)[nH]c3ccccc23)c(OC)c1,3,-5,3,2,-7,-6,-1,0.9,i
CCOc1ccc(Nc2ccc(S(=O)(=O)N3CCOCC3)cc2[N+](=O)[O-])cc1,-5,-2,3,1,9,3,18,-0.3,i
COc1ccc(-c2csc(NC(=O)CSCC(=O)Nc3cc(C)on3)n2)cc1OC,3,-11,14,3,-13,-3,-5,2.0,i
CCOC(=O)c1nc(C)nc(Sc2n[nH]c(-c3ccccc3)n2)c1C,3,-1,0,0,-9,3,-1,-0.9,i
Cc1ccc(C(=O)NNC(=O)c2cc(C)nc3ccccc23)cc1,-3,-1,-2,13,2,-3,-5,-1.4,i
COc1cccc(C(=O)Cn2c(Br)nc3c2c(=O)n(C)c(=O)n3C)c1,-3,-12,4,-9,18,1,-2,0.1,i
COc1c(Cl)cc(C(=O)O)cc1Cl,0,-2,1,-10,5,-4,-4,0.5,i
CCCc1c(OCCCOc2ccc(OCC(=O)O)cc2)ccc(C(C)=O)c1O,-2,1,3,3,-12,9,2,0.4,i
COC(=O)c1c(NC(=O)c2cccc([N+](=O)[O-])c2)sc(C(N)=O)c1C,-4,-4,-3,22,-38,-10,2,0.1,i
Cn1c(=O)c2c(nc(CN3CCN(CCO)CC3)n2Cc2ccccc2Cl)n(C)c1=O,0,-3,-8,-23,3,-15,2,-0.2,i
Cc1nnc(NC(=O)CSc2nnc(CNC(=O)c3ccccc3)o2)s1,1,-3,-2,-23,8,3,-6,0.4,i
COc1cc(/C=N/Nc2nc3ccccc3s2)ccc1OC(=O)c1ccccc1F,0,4,-3,3,-14,4,18,-0.2,i
Cc1nn(-c2ccccc2)c(Cl)c1/C=N\NC(=O)c1cncc(Br)c1,1,-4,-2,9,5,-6,-14,0.1,i
Nc1nc(C(F)(F)F)cc(=O)n1N,0,-1,0,4,-7,1,-2,1.4,i
CCCNC(=O)NC(=O)CSc1nc(C)cs1,2,-6,4,-6,14,-4,-2,0.2,i
CN(Cc1ccccc1)S(=O)(=O)c1ccc(OCC(=O)NCc2ccccn2)cc1,-1,0,-1,8,2,10,-2,-0.6,i
Cc1ccc(S(=O)(=O)N(C)C)cc1NC(=O)COC(=O)CCC(=O)c1ccc(F)cc1,-2,-11,2,-5,-1,-6,-2,0.5,i
CCOC(=O)N1CCN(C(=O)c2cn(CC)c3ccc(S(=O)(=O)N4CCCCC4)cc3c2=O)CC1,1,-3,2,-7,3,-4,-1,0.6,i
Cc1cccc(C2Nc3cccc4cccc(c34)N2)c1,2,-4,1,-3,10,6,12,-0.6,i
COc1ccc(Nc2ccccc2N)cc1,-3,-1,31*,7,-91,-27,-3,-0.3,i
CCS(=O)(=O)Nc1ccc(-c2nnc(SCC(=O)c3ccc(NC(C)=O)c(OC)c3)o2)cc1,-3,-10,-2,0,-23,-7,0,1.8,i
CN(c1ccc(C(=O)NCCC2=CCCCC2)cc1)S(C)(=O)=O,-1,-2,4,11,5,-3,-8,1.4,i
Cc1nc2c3c(sc2c(=O)[nH]1)NC(=O)CC3c1ccccc1Cl (configuration not stated),0,-2,11,14,-2,-14,1,0.9,i
Cc1ccc(C(=O)NNC2=NCCC2)cc1,1,-2,1,0,2,1,-5,-0.8,i
Cc1ccc(C2C3C(=O)N(c4ccc(C)cc4)C(=O)C3N3CCCN23)cc1 (configuration not stated),0,-5,1,-5,8,-3,-4,0.8,i
COc1ccccc1NC(=O)COc1ccc(C(=O)NCc2ccccc2)cc1OC,0,-3,8,5,-8,-1,16,0.3,i
O=C1CN(C(=O)COC(=O)COc2ccccc2)c2ccccc2N1,-3,1,-1,12,11,-8,-2,-0.9,i
O=C(Nc1ccn(Cc2ccccc2)n1)c1ccc2c(c1)OCO2,1,3,9,5,-3,-2,-3,0.3,i
Cc1ccc(NC(=O)CN(C)Cc2nc3c(Br)cc(Br)cc3c(=O)[nH]2)cc1,-1,-4,7,-3,-19,7,24,1.7,i
Cc1ccc(NC(=O)c2oc3ccccc3c2C)c([N+](=O)[O-])c1,-2,-5,0,17,-37,0,-1,-0.9,i
O=C(NCC1OCCc2ccccc21)c1ccc(NC(=O)c2cccc(Br)c2)cc1 (configuration not stated),-2,0,5,8,0,-4,-1,-0.8,i
O=S(=O)(Nc1nc2ccccc2nc1NCc1ccco1)c1ccccc1,0,-7,-3,0,-26,2,-6,2.4,i
CC(C)Oc1ccc(/C(O)=C2/C(=O)C(=O)N(CCN(C)C)C2c2ccco2)cc1 (configuration not stated),1,-4,2,-5,5,-2,-6,1.3,i
COc1cc2nc(Cl)nc(N3CCCCC3)c2cc1OC,0,-7,-2,1,14,-5,0,0.8,i
N#Cc1ccccc1NC(=O)COC(=O)COc1ccccc1[N+](=O)[O-],-2,-5,5,14,-8,-3,-3,-0.3,i
CS(=O)(=O)N1CCN(c2c(Cl)cccc2[N+](=O)[O-])CC1,-3,-1,11,18,-10,7,0,0.1,i
COc1ccc(NC(=O)CCc2nc3ccccc3[nH]2)cc1,-4,-4,6,4,-2,2,-3,nt,i
Cc1cc(C(=O)N2CCOCC2)ccc1[N+](=O)[O-],-8,-5,1,-3,7,-2,0,3.1,i
Cn1nccc1NC(=O)Nc1cccc(Br)c1,-1,-2,2,8,-2,-6,-4,nt,i
CCCn1c(C(C)Nc2nc(-c3cccc(Br)c3)cs2)nc2ccccc21 (configuration not stated),-2,-5,1,12,9,-3,13,-0.1,i
COc1ccccc1-c1ccc(/C=C2/C=C(CC(C)C)OC2=O)o1,-3,-8,-5,13,-37,-48,22,-0.5,nt
CN1CCN(CCCNC(=S)Nc2ccc(F)c(Cl)c2)CC1,-2,0,0,0,18,-8,-2,-1.1,i
COc1ccc(-n2c(C)c([N+](=O)[O-])c3ccc(O)c(CN(C)C)c32)cc1,-3,-7,-22,-27,2,11,-1,0.5,i
COc1cc(C(=O)Nc2ccc3c(c2)OCO3)ccc1-n1cnnn1,-2,-5,1,3,2,-6,25,1.0,i
CCSc1cc(C)nc2ncnn12,-5,2,2,3,1,-2,-8,1.1,i
Cc1ccc(SCCNCc2ccco2)cc1,1,-7,2,-4,-1,-3,-3,-0.8,i
CN(C)S(=O)(=O)n1cc(/C=C(\NC(=O)c2ccccc2Cl)C(=O)NCCCN2CCOCC2)c2ccccc21,-2,-4,1,3,5,0,4,0.0,i
O=C(NC1CCCc2c1cnn2-c1ccc(F)cc1F)c1csnn1 (configuration not stated),0,-1,1,7,2,6,-4,-1.3,i
O=C(NCC(O)CO)c1csc(Nc2cccc3ccccc23)n1 (configuration not stated),-4,-3,5,8,-2,-2,0,3.3,i

# Compound profiles, from the list above. Order of screens: Rin1 Abl inh	MsrA act	MT1-MMP act inh	SKN-1 inh	NRP1-CendR mod	E coli Lon inh	FAS-TE inh	MsrA inhibitor	Neddyl block
# `CCCn1c(C(C)Nc2nc(-c3cccc(Br)c3)cs2)nc2ccccc21` (configuration not stated) is listed with -2	-5	1	12	9	-3	13	-0.1	i
# `Cc1ccc(C(=O)NNC(=O)c2cc(C)nc3ccccc23)cc1` is listed with -3	-1	-2	13	2	-3	-5	-1.4	i
# `N#Cc1ccccc1NC(=O)COC(=O)COc1ccccc1[N+](=O)[O-]` is listed with -2	-5	5	14	-8	-3	-3	-0.3	i

# Next structures.
SMILES,Rin1 Abl inh,MsrA act,MT1-MMP act inh,SKN-1 inh,NRP1-CendR mod,E coli Lon inh,FAS-TE inh,MsrA inhibitor,Neddyl block
O=C(N1CCN(c2ccccc2F)CC1)C12CC3CC(CC(C3)C1)C2,1,-3,-2,-1,0,-4,19,-0.2,i
CN(CCc1ccccn1)C(=O)CC1C(=O)NCCN1Cc1ccccc1C(F)(F)F (configuration not stated),2,-4,3,4,7,1,-5,-0.4,i
O=C(NC(=S)Nc1cccc([N+](=O)[O-])c1)c1ccccc1,0,-2,3,-3,11,3,6,-0.4,i
Cc1cc(Nc2ccc3c(c2)OCCO3)n2nc(C)nc2n1,1,-3,-2,0,6,4,-4,0.4,i
C=CCN1C(=O)S/C(=C\c2ccc(N3CCOCC3)cc2C)C1=O,4,-10,-10,13,83,-51,4,0.5,i
Cc1cc(=O)oc2cc(OCC(=O)Nc3c(C)n(C)n(-c4ccccc4)c3=O)c(Cl)cc12,2,2,2,25,16,-10,8,2.3,+
O=C(Nc1ccccc1N1CCOCC1)c1ccc(Cl)c(S(=O)(=O)N2CCCC2)c1,-1,-4,-4,-10,3,-1,13,1.1,i
COc1cc2[nH]c(C(=O)N3CCN(c4ccc(F)cc4)CC3)cc2c(OC)c1OC,1,-4,0,7,-2,-2,-3,0.1,i
CC1(C(=O)NS(=O)(=O)c2ccc(Cl)cc2)CCN1C(=O)CC1CCCC1 (configuration not stated),-2,-11,nt,2,2,-4,-6,0.1,i
CN(C)S(=O)(=O)c1cc(NC(=O)CN2CCN(c3ccccc3)CC2)ccc1Cl,4,-7,2,-8,-1,-15,7,-0.8,i
Cc1cc(Nc2ccccc2)nn1C(=O)c1ccc([N+](=O)[O-])cc1,-4,-1,2,-7,0,-3,21,0.4,i
O=C(COC(=O)c1cccc(Br)c1)NC1CCCCCCC1,-2,-1,4,4,1,11,12,-0.2,i
CCOc1ccccc1NC(=S)N1CCC(NC(=O)c2ccco2)CC1,0,-1,-3,-5,-7,-5,-4,-0.5,i
Cc1ccccc1OCC(=O)NNC(=O)C1CC(=O)N(c2ccc3c(c2)OCCO3)C1 (configuration not stated),4,-9,-3,-2,-1,4,-9,-0.5,i
c1ccc(CSc2ccc(-c3ccc4c(c3)OCO4)nn2)cc1,-4,-9,5,-2,0,-1,16,0.1,i
